# EBI2 antag: antagonists of human EBI2 receptor | EBI2 beta-arrestin recruitment, luminescence, 7a,25-OHC stimulated | inhibition, % at 5 µM | 360,000 compounds, 0.81% hits | P32249; in the data active = inhibition above about 38%;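 also: enzyme fragment complementation signal reports receptor beta-arrestin coupling in cells; 0% = agonist plus DMSO wells and 100% = wells without agonist; some results beyond the cut were filed as inactive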
# CXCR6 block: inhibitors of human CXCR6 receptor | O00574 | CHO-K1 PathHunter CXCR6 beta-arrestin, luminescence | inhibition, % at 20 µM | 360,000 compounds, 0.36% hits | AID 602244; in the data active = inhibition above about 34%, passing the limit was not always enough;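 also: antagonist mode with CXCL16 agonist at 10 nM final; 0% = 10 nM CXCL16 with DMSO and 100% = unstimulated wells without agonist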
# Target sequence (O00574 whole entry, looked up): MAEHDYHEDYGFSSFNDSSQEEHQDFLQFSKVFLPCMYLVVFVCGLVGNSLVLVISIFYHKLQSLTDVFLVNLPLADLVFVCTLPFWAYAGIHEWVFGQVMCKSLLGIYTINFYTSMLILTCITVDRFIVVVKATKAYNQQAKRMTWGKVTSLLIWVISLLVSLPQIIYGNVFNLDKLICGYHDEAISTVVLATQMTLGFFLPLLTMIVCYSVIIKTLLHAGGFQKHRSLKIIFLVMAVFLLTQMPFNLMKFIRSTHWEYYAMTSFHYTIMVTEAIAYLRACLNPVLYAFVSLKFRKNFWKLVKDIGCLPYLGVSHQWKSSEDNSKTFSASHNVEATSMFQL
# Jurkat NFkB inh: lowers PMA/ionomycin-induced NF-kB signal in Jurkat cells. PMA/ionomycin-induced NF-kB luciferase reporter, luminescence. inhibition, % at 4 µM. 330,000 compounds, 0.53% hits. AID 435003; in the data active = inhibition above about 50%
# 697 NFkB inh: lowers PMA/ionomycin-induced NF-kB signal in 697 B cells. inhibition, % at 4 µM. 330,000 compounds, 0.33% hits. 697 B-cell NF-kB luciferase reporter, 16 h; in the data active = inhibition above about 35%
# APJ antagonist: blocks the human apelin receptor APJ; P35414; CHO-K1 APJ beta-arrestin complementation, luminescence; inhibition, % at 20 µM; 330,000 compounds, 0.32% hits; AID 2521;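 active = inhibition above about 40% at 20 µM, limit read from the data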;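 also: cells challenged with 10 nM apelin-13 agonist together with compound; plate controls were apelin-13 plus DMSO wells for no effect and DMSO wells lacking apelin-13 for full effect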
# Gli-Sufu antag: Gli-Sufu pathway antagonism | Sufu-KO-LIGHT fibroblasts, Gli luciferase reporter luminescence | inhibition, % at 5 µM | 340,000 compounds, 0.74% hits | AID 588413;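 active = inhibition above about 55%, limit read from the data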;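 also: 0% = DMSO-treated cells and 100% = wells with medium but no cells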
# CCR6 antagonist: CCR6 (human) receptor antagonism. 340,000 compounds, 0.49% hits. CHO-K1 CCR6 PathHunter beta-arrestin, luminescence, CCL20-stimulated. P51684. inhibition, % at 20 µM;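 active = compounds whose inhibition of the agonist-driven luminescence signal at 20 µM reaches about 50%, limit read from the data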;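 also: cells stimulated with CCL20 at 14 nM final; plate controls were DMSO with CCL20 for no effect and DMSO without agonist for full effect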
# Target sequence (P51684 whole entry, looked up): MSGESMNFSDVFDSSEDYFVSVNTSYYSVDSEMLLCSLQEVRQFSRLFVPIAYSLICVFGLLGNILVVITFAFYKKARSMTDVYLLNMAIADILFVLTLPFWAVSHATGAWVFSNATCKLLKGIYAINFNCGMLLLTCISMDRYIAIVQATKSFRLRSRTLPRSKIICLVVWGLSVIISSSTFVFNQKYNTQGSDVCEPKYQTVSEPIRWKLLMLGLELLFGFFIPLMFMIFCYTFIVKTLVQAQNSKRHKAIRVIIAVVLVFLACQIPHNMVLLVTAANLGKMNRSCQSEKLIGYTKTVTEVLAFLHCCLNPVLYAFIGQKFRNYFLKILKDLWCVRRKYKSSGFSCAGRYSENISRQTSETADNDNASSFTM
# UBC13 polyUb: blocks human UBC13 polyubiquitin chain formation; TR-FRET; inhibition, % at 20 µM; 330,000 compounds, 0.47% hits; AID 485273; in the data active = inhibition above about 45%, passing the limit was not always enough
# * hit, by the source's call; . = not tested or not shown. Outcome played no part in choosing rows; any-hit rate near 3%.
SMILES,EBI2 antag,CXCR6 block,Jurkat NFkB inh,697 NFkB inh,APJ antagonist,Gli-Sufu antag,CCR6 antagonist,UBC13 polyUb
Cc1cccc(NC(=O)CCN2C(=O)C3C4C=CC(C4)C3C2=O)n1 (stereo not drawn),1,-4,-27,-37,10,-4,5,-10
COc1cccc(/C=N/N2CCOCC2)c1O,1,3,-6,-16,11,-45,-1,8
O=C(COc1ccc2ccc(=O)oc2c1)NC1CCN(Cc2ccccc2)CC1,0,-1,7,-7,-22,33,0,-4
N#CC1=C(N)OC2=C(C(=O)CCC2)C1c1cc2c(cc1Br)OCO2 (stereo not drawn),-5,2,14,-3,13,2,10,0
CCOc1ccc(CN2CCNC(=O)C2CC(=O)OC)cc1 (stereo not drawn),1,-4,10,0,-53,4,-25,-4
CCCNC(=O)c1sc2c(c1C(=O)Nc1ccccn1)CCCC2,11,16,5,8,-20,3,13,-7
O=C(O)c1cccc(N/C(=N\S(=O)(=O)c2ccccc2)c2ccccc2)c1,-13,1,6,15,0,-8,-11,1
Cc1ccc(C#N)c(SCc2cccc(Br)c2)n1,4,-3,30,-4,13,7,16,3
Cc1nc(=O)c(-c2ccccc2)c(C)n1-c1ccc(O)cc1,-7,8,1,0,-2,33,5,-1
COc1ccccc1N1CCN(C(=O)c2ccc3nc(-c4ccco4)c(-c4ccco4)nc3c2)CC1,-8,4,4,-15,-22,8,12,-4
COc1ccc(C(=O)NCc2nnc(SCC(=O)Nc3cc(Cl)ccc3OC)o2)cc1,5,11,-2,-21,-31,-11,-3,3
O=c1c(Cc2ccc(F)cc2)c(O)ccn1C1CC1,-13,3,3,9,11,-7,-11,6
CCCc1nc(NCC2CCCO2)c2nnn(Cc3ccccc3)c2n1 (stereo not drawn),5,5,4,-8,-8,2,10,-2
COc1cccc(-c2nc(CS(=O)(=O)CC(=O)NCCCN3CCN(C)CC3)c(C)o2)c1,7,-3,-11,-30,8,-17,-14,0
Cn1c(Cn2c(=O)sc3ccccc32)nnc1SCC(=O)NCc1ccc(F)cc1,-13,1,-2,11,10,-5,-7,14
Cc1ccccc1NC(=O)CCS(=O)(=O)c1ccc(Br)s1,2,3,-12,6,-2,-6,7,2
COC(=O)c1cccc(NC(=O)c2ccc3c(c2)C(=O)N(C(C)(C)C)C3=O)c1,32,6,12,-11,-8,-13,8,-3
CCC[C@H]1COCCS(=O)(=O)N1Cc1ccccc1,-15,2,2,-6,-6,2,9,2
CCn1cc(C(=O)NCCN(C)C)c(=O)c2cc(F)c(N3CCN(C)CC3)cc21,0,0,.,.,.,3,-8,.
CCOC(=O)c1nnn(-c2nonc2N)c1CN(C)Cc1ccccc1,-1,0,-4,7,10,-4,18,7
Cn1c(=O)c2c(nc(SCC(=O)NC3CCCC3)n2C)n(C)c1=O,2,9,-10,-8,4,-15,1,2
CCOC(=O)c1c(C)n(C)c2cc(Br)c(C(=O)OC)cc12,0,-2,9,10,12,6,-4,10
Nc1nc(N)c2nc(CNc3ccc(C(=O)NC(CCC(=O)O)C(=O)O)cc3)cnc2n1 (stereo not drawn),.,.,-2,-10,-2,.,.,-16
O=C(CCS(=O)(=O)c1ccc(Br)cc1)Nc1ccccn1,-11,-4,0,7,12,1,4,9
CCN(CC)C(=O)c1ccc(-c2nnc(Nc3ccc(O)cc3)c3ccccc23)cc1,-11,-16,-4,-41,-4,1,1,-12
CC(C)C[C@H](NC(=O)c1nc[nH]c1C(=O)N[C@@H](CC(C)C)C(=O)OC(C)(C)C)C(=O)OC(C)(C)C,5,10,11,19,-18,-4,15,-36
CC(C)CC(N)c1cn([C@@H](CCC(=O)O)C(=O)N2CCNCC2)nn1 (stereo partly drawn),-4,-9,-14,8,5,-4,-4,5
O=c1oc(/C=C/c2ccccc2)nc2sc3c(c12)CCC3,14,6,-45,-109,12,-73,9,-1
CC1(OC(=O)c2ccc(Cl)nc2)C(=O)C=C2C=C(C3CC3)OC=C2C1=O (stereo not drawn),.,.,19,20,-74,.,.,-59
Clc1ccc(-c2c[n+]3c(n2-c2ccccc2)SCC3)cc1,-3,2,15,-24,-1,32,9,-6
O=C(O)COCc1nc2ccccc2s1,-3,-4,-6,25,-8,-5,-1,-6
Cc1ccc(S(=O)(=O)N(C)CC(=O)NNC(=O)Cc2cccc(F)c2)cc1,-22,3,10,21,16,-3,-7,7
Cn1c(N)c(C(=O)COC(=O)COc2ccc(Cl)cc2)c(=O)n(C)c1=O,-8,0,-4,19,1,4,-3,3
CCCOc1ccc(/C=C/C(=O)Nc2ccc([N+](=O)[O-])cc2C)cc1,2,-4,-7,-8,-16,-8,13,-7
CN(CC(=O)Nc1ccccc1Br)C(=O)c1cc([N+](=O)[O-])ccc1N1CCOCC1,1,0,14,16,12,-7,11,-3
Cc1ccc(OCC(=O)NNC(=O)[C@@H]2CCCC[C@@H]2C(=O)O)c(Br)c1,-2,2,-13,24,3,0,-12,2
O=c1[nH]c(C2C3CC4CC(C3)CC2C4)nc2ccccc12 (stereo not drawn),-6,-7,6,-10,12,11,12,2
COCCCN(C(=O)CCOc1ccccc1C)c1c(N)n(Cc2ccccc2)c(=O)[nH]c1=O,4,-1,-15,-12,-1,6,11,-2
CC(NC(=O)c1ccccc1F)C1CC1 (stereo not drawn),13,-4,-60,-35,20,-33,-4,-7
CCC1CCCCN1CCCNC(=O)c1cc2c(=O)[nH]c3ccccc3c2n1C (stereo not drawn),-4,-4,3,-4,-9,20,0,7
O=C1C(c2ccccc2)C(c2ccccc2)NC(c2ccccc2)C1c1ccccc1 (stereo not drawn),-5,7,-13,-25,7,10,15,-9
Cc1cccc(NC(=O)C(C)Oc2ccccc2C)n1 (stereo not drawn),0,-6,-8,-1,13,6,10,5
COc1cc(-c2nc3ccc4ccccc4c3c3c2CCC3)cc(OC)c1O,9,1,3,1,-11,-7,-22,12
S=c1[nH]nc(Nc2cccc(Cl)c2)s1,3,9,-17,-31,-2,-2,-4,-8
Cc1ccc(NC(=O)c2cccs2)cc1S(=O)(=O)N(C)C,-8,5,-1,0,-14,-4,9,4
O=C(CCN1C(=O)COc2ccccc21)NCc1cccs1,-3,-5,8,7,15,-2,-5,-2
CCn1c(=O)cc(OCC(=O)NCCCN2CCCC2=O)c2ccccc21,5,2,-8,-11,34,-31,13,3
Fc1ccccc1N1CCN(c2cnc3ccccc3n2)CC1,5,15,-132,-221,7,16,-16,4
COc1cc(C(=O)Nc2nnc(C)s2)cc(OC)c1OC,-2,0,13,16,13,2,12,3
CCOc1cc(C=O)cc(Br)c1OCC(=O)NCCc1ccccc1,-1,-4,-3,18,18,2,9,-13
COc1ccc2nc(NC(=O)C3CCN(C(=O)c4ccc(F)cc4)CC3)sc2c1,25,4,-5,-2,-6,-6,9,5
O=C(CCS(=O)(=O)c1cccc2nonc12)NC1CCCCCC1,-16,-4,-22,6,9,-1,5,1
Cc1ccc(Cl)cc1N1CCN(C(=O)CNC(=O)c2ccc(Br)o2)CC1,7,8,0,-29,10,15,15,8
Cc1cc(NC(=O)CCC(=O)N(c2ccc(C)c(F)c2)C(C(=O)NC2CCCC2)c2ccco2)no1 (stereo not drawn),14,11,8,5,20,33,18,2
COc1ccc(-c2cc(C3CCN(c4ncccc4[N+](=O)[O-])CC3)[nH]n2)cc1,38*,2,-19,-51,4,0,9,2
CCOc1cccc(N2CCN(CCNC(=O)Nc3ccc(C)cc3)CC2)c1C,9,-2,1,-1,20,32,-2,24
Nn1c(SCc2cn3ccccc3n2)nnc1-c1ccncc1,0,8,6,20,9,-5,9,-7
c1ccc(C[C@H]2CN=C(Nc3ccccc3)N2CC2CCC2)cc1,0,-13,0,-1,-35,23,-2,-3
O=C(/C=C/C=C/c1ccccc1)c1ccco1,21,18,-11,-1,4,0,12,-9
Cc1ccc(NC(=S)Nc2ccc(F)cc2)c(C)c1,7,7,4,0,-1,3,7,-2

# The list goes on:
SMILES,EBI2 antag,CXCR6 block,Jurkat NFkB inh,697 NFkB inh,APJ antagonist,Gli-Sufu antag,CCR6 antagonist,UBC13 polyUb
CCOC(=O)c1cc2occc2n1CC(=O)NCCOC,17,8,-2,15,6,0,-5,-1
CC(C)CN1CN(Cc2ccco2)CNC1=S,-1,0,13,7,-4,24,-1,1
CC(=O)Nc1ccc(S(=O)(=O)Nc2cc(Cl)ccc2N2CCOCC2)cc1,2,8,-5,17,15,-10,-2,5
O=C(N/N=C/c1c(F)c(F)c(F)c(F)c1F)c1cccc(S(=O)(=O)N2CCOCC2)c1,-3,-6,3,1,-8,1,-2,-4
Cc1cc(N/N=C/c2ccccc2)nc(N2CCOCC2)n1,9,-5,-1,-13,4,-6,10,-1
O=C(Nc1cccc2c1C(=O)NC2=O)c1cccnc1Cl,10,4,0,-4,8,8,0,-1
O=C(CCc1ccccc1)Nc1ccccc1C(=O)N1CCOCC1,-15,2,-7,-2,-5,-10,9,1
CCOc1ccc(CCNC(=O)COC(=O)/C=C/c2ccc(C)o2)cc1OCC,-4,3,6,-10,-3,2,2,1
O=C(CN(C1CCCCC1)S(=O)(=O)c1ccccc1)N1CCCC1,6,2,-16,9,1,10,5,-2

# Screens: PubChem, Sanford-Burnham Center for Chemical Genomics
